Screens as filed in PubChem BioAssay.
EWS-Fli inh = EWS/Fli-driven NR0B1 reporter inhibitors, primary screen, A673 cells, NR0B1 luciferase, luminescence, MLPCN library | viability-normalised | inhibition, % at 12.6 µM | 0.67% of 350,000 active | AID 651661, 2012;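 active = mean inhibition of at least 50% after viability correction, with every replicate also passing that limit; inconclusive = mean reaches 50% but only one of two replicates passes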;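 note: firefly luciferase signal divided by Alamar Blue viability fluorescence both relative to DMSO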
Casp6 inh = human caspase-6 inhibitors, primary screen, biochemical, VEID-R110 fluorescence, single point, set 2 | 0.53% of 350,000 active | P55212 | AID 686996, 2013 | purified caspase-6, Z-VEID-R110 cleavage fluorescence | inhibition, % at 12.5 µM;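 active = mean inhibition across replicates at least about 35%, with every replicate also reaching that limit, limit read from the data; inconclusive = only one of the two criteria met; inactive = neither criterion met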;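 note: 0% = median of neutral control wells and 100% = no fluorescence left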
Target sequence (P55212 24-179 limits assumed): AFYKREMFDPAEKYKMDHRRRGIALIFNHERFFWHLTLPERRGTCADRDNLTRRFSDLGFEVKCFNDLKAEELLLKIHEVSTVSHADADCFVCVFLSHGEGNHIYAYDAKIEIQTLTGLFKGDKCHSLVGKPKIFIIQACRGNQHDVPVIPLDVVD
Target sequence (P55212 194-293 limits assumed): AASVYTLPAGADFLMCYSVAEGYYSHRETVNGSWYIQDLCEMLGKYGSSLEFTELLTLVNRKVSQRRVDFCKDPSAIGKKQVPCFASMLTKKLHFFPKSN
LGR2 inh = inhibitors of bursicon-induced LGR2 CRE-luciferase signal, primary screen, cell-based, HEK293, CRE-luciferase reporter, bursicon stimulation; bursicon-stimulated, 4 h; 0.35% of 380,000 active; Drosophila bursicon receptor LGR2 (rickets); AID 720647, 2013; inhibition, % at 9.99 µM;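 active = drop in luminescence signal, shown as inhibition above about 50% in the replicate tests, limit read from the data, passing the limit was not always enough; inconclusive = probably only some replicates passing the limit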;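 note: agonist challenge used bursicon conditioned medium at about half maximal strength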
SIRT5 inh = SIRT5 desuccinylase inhibitors, primary screen, biochemical, fluorescence imaging, single point, set 5 | NAD-dependent protein deacylase sirtuin-5, mitochondrial (Homo sapiens), Q9NXA8 | Purified SirT5, succinyl-peptide AMC, trypsin-coupled fluorescence | inhibition, % at 15 µM | 1.1% of 330,000 active; in the data active = inhibition above about 15%; inconclusive = no clear call, values can overlap the other calls
Target sequence (Q9NXA8 whole entry, looked up): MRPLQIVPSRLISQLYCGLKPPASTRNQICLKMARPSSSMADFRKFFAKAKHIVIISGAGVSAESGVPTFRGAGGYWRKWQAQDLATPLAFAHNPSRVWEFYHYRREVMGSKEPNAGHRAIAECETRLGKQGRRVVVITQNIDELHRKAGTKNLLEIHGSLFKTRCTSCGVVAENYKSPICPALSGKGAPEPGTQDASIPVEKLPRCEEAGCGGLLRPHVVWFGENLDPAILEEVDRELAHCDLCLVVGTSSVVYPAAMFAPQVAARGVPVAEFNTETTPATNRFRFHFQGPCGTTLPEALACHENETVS
ARNT TACC3 PPI = disruptors of ARNT/TACC3 protein interaction, primary screen, biochemical, AlphaScreen, single concentration; Transforming acidic coiled-coil-containing protein 3 (Homo sapiens), Q9Y6A5; AlphaScreen His-ARNT PAS-B/GST-TACC3 binding, luminescence; TACC3 fragment carries E629A point mutation; inhibition, % at 9.99 µM; 0.66% of 390,000 active; AID 623870, 2012;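 active = mean inhibition of replicates at least 50% and at least half of replicates each reaching 50%; inconclusive = half or more replicates reach 50% but mean below 50%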;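 note: 0% = complete ARNT plus TACC3 wells and 100% = ARNT alone without TACC3; many hits fall short of the cut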
DENV2 CPE rescue = inhibitors of DENV2 cytopathic effect, primary screen, cell-based, plate reader, single concentration | CPE inhibition, % at 9.99 µM | 1.7% of 350,000 active | DENV2-infected cells, cytopathic effect rescue; in the data active = CPE inhibition above about 20%, passing the limit was not always enough; inconclusive = no clear call, values can overlap the other calls; tested in BHK-21 cells;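 note: 0% = median of neutral control wells and 100% = median of positive control wells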
PAX8 reporter = inhibitors of PAX8-driven TPO luciferase reporter, primary screen, RMG-I cells, single concentration. SteadyGlo, 24 h. inhibition, % at 12.6 µM. 1.2% of 360,000 active. AID 652154, 2013;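 active = mean replicate inhibition at least 60% with every replicate also reaching 60%; inconclusive = only one of the two criteria is met; inactive = mean below 60% and not all replicates reaching 60%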;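 note: luciferase light reporting Pax8 driven TPO promoter activity; plate controls were median of neutral control wells for no effect and mitoxantrone controls for full effect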
* hit, by the source's call; ? = inconclusive; · = not tested or not shown; & = joins results of further samples.

SMILES | EWS-Fli inh | Casp6 inh | LGR2 inh | SIRT5 inh | ARNT TACC3 PPI | DENV2 CPE rescue | PAX8 reporter
C[C@H](CO)N1C[C@H](C)[C@@H](CN(C)C(=O)Nc2ccccc2)Oc2ncc(C#CC3CCCC3)cc2C1=O | -15 | -3 | -7 | 0 | -3 | -2 | -1
CC(=O)NCCc1ccc(C(=O)CSc2nnc(C3CC3)n2C2CC2)cc1 | -10 | 3 | 11 | -1 | -1 | 1 | 0
COc1ccc(S(=O)(=O)Nc2ccc3c(c2)[C@@H]2C[C@@H](CC(=O)NCC4CC4)O[C@H](CO)[C@@H]2O3)cc1 | -7 | -1 | 9 | 4 | 0 | -1 | -11
COc1ccc(S(=O)(=O)N[C@H]2CC[C@@H](CC(=O)NCc3ccccc3F)O[C@@H]2CO)cc1 | -2 | 2 | 6 | -3 | 3 | ? | 6
CCOC(=O)C(=O)Nc1ccc(S(=O)(=O)Nc2nccs2)cc1 | 12 | -1 | 14 | -1 | -6 | 3 | -5
O=C(COC(=O)CCCC1=NS(=O)(=O)c2ccccc2N1)Nc1ccccc1 | · | -2 | 2 | 0 | 3 | -1 | -18
Cn1nnc(NC(=O)c2cccs2)n1 | -1 | -3 | 4 | -2 | -4 | · | 7
CCOc1ccc2nc(NC(=O)C3CSC4(C)CCC(=O)N34)sc2c1 (stereo unspecified) | -32 | 1 | -6 | 15 | -5 | ? | -14
COc1ccc(CN2CCNC(=O)C2CC(=O)NCCCn2nnc3ccccc32)cc1C (stereo unspecified) | 11 | 5 | 11 | -1 | 6 | 3 | 2
CC(=O)N1CCN(C(=O)c2cccc(NS(=O)(=O)c3ccc(Br)cc3)c2)CC1 | -2 | 4 | -9 | -2 | -5 | -3 | 16
Brc1ccc2nc(-c3c[nH]c4ccccc34)cn2c1 | -86 | 3 | -18 | · | 4 | -4 | -153
Cc1cc(=O)[nH]c(SCC(=O)c2ccc(C)c(C)c2)n1 | · | 1 | -5 | 3 | 2 | · | ·
COCc1cc(N2CCN(C(=O)OC(C)(C)C)C[C@@H]2C)ccc1N1CC[C@H](O)C1 | -4 | 8 | -26 | 1 | · | -1 | -6
N#C/C(=C\c1cc2c(cc1Br)OCO2)c1ccc(C(=O)O)cc1 | 39 | 0 | 7 | 10 | -2 | -2 | 1
CNC[C@H]1Oc2ccc(NC(=O)Cc3cn(C)c4ccccc34)cc2CC(=O)N([C@@H](C)CO)C[C@@H]1C | 6 | -3 | 12 | 6 | 1 | 11 | -15
Cc1nc(N)sc1C(=O)N/N=C/c1cccnc1 | -16 | 0 | -1 | 1 | 3 | -3 | 10
C[C@@H]1CN([C@H](C)CO)C(=O)CCCn2nncc2CO[C@@H]1CN(C)Cc1cccc(C(=O)O)c1 | -2 | 0 | -7 | -22 | 0 | 8 | -2
CCCCC(CC)C(=O)N1CCN(C(=O)c2ccco2)CC1 (stereo unspecified) | 2 | 3 | 7 | -5 | -1 | 3 | 1
O=C(O)c1ccc(N2C(=O)Nc3ccccc3N2O)cc1 | 6 | -2 | 2 | -4 | -4 | -3 | 0
COc1cccc(C(O)c2nc(-c3ccc4ccccc4c3)cs2)c1 (stereo unspecified) | -59 | -2 | -46 | · | · | 3 | -68
COc1cccc(C(=O)NCc2nnc(SCC(=O)Nc3nccs3)n2-c2ccccc2)c1 | -1 | -4 | 2 | -5 | -2 | 3 | 16
Cc1c(Cl)cccc1NC(=S)NCc1ccco1 | 10 | -6 | -5 | 2 | 3 | 4 | -18
CC1(c2cccc(Br)c2)NC(=O)N(CC(=O)Nc2cccnc2Cl)C1=O (stereo unspecified) | · | 2 | -20 | 2 | -7 | 0 | 3
CN1C(=O)C(C)(C)c2cc(S(=O)(=O)N3CCC(C(=O)NCc4ccccc4Cl)CC3)ccc21 | 12 | 2 | -12 | 7 | -3 | 18 | 3
COc1ccc(NC(=O)Nc2ccc3c(c2)CC(=O)N([C@H](C)CO)C[C@H](C)[C@H](CN(C)Cc2ccc4c(c2)OCO4)O3)cc1 | -5 | 1 | 22 | 9 | 4 | 3 | ·
(next part)
SMILES | EWS-Fli inh | Casp6 inh | LGR2 inh | SIRT5 inh | ARNT TACC3 PPI | DENV2 CPE rescue | PAX8 reporter
CC1CCN(S(=O)(=O)N2CCC(C(=O)NCCN3CCOCC3)CC2)CC1 | -1 | -2 | 8 | 4 | -3 | 4 | ·
CCc1ccc2oc(-c3ccc(OC)cc3)cc(=Nc3c(C)n(C)n(-c4ccccc4)c3=O)c2c1 | 44 | 0 | 83* | -6 | 12 | -5 | -2
COc1ccc(O)c(C(=O)c2coc(=N)c(C(=O)Nc3ccc(SC(F)F)cc3)c2)c1 | 13 | 3 | -13 | -3 | -7 | 3 | 12
COc1cc(NS(=O)(=O)c2ccc(NC(=S)NC(=O)C(C)(C)C)cc2)nc(OC)n1 | -5 | 0 | 4 | 6 | -4 | 4 | ·
CCOc1ncccc1C(=O)OC(C)C(=O)NC(=O)NC1CCCCC1 (stereo unspecified) | -3 | 0 | 9 | 0 | 4 | 7 | 9
Cc1cccc(S(=O)(=O)N2CCCCN3[C@H](C2)[C@H](c2ccc(C#C[C@@H](C)O)cc2)[C@@H]3CO)c1 | 6 | 4 | -4 | -3 | 6 | -6 | -16
Cc1nnc(SCc2c(Cl)cccc2[N+](=O)[O-])s1 | 5 | -1 | 2 | 0 | · | 4 | -7
CCc1cccc(CC)c1N1C(=O)CC(Sc2ccccc2N)C1=O (stereo unspecified) | -16 | 3 | -2 | -7 | · | -4 | 1
COc1ccc(C2=CN(Cc3ccccc3)C(c3ccccc3)CC2=O)cc1 (stereo unspecified) | -45 | -3 | -79 | -1 | 1 | 1 | -46
COc1cc2nc(N(CCCN(C)C)C(=O)c3ccc(S(=O)(=O)N4CCc5ccccc54)cc3)sc2cc1OC | 9 | -79 | -3 | 3 | 20 | ? | 3
CC1(c2nnnn2-c2ccc3c(c2)OCCO3)CCC(=O)N1Cc1ccc(F)cc1 (stereo unspecified) | -3 | -1 | 2 | · | · | 10 | 1
O=C(OCC(=O)N1CCCc2ccccc21)c1cccc(S(=O)(=O)N2CCOCC2)c1 | 3 | 0 | -1 | -3 | 2 | -5 | 6
C[C@@H]1CN([C@H](C)CO)C(=O)c2cc(N(C)C)ccc2O[C@@H]1CN(C)S(=O)(=O)c1ccc(Cl)cc1 | 5 | 0 | -17 | 1 | · | -3 | -9
O=C(CSc1ccc(F)cc1)Nc1ccc2c(c1)C(=O)NC2=O | -2 | 4 | 4 | -2 | · | 1 | -19
C=CCOC(=O)C1=C(C)NC(SCC(=O)Nc2nccs2)=C(C#N)C1c1ccc(Cl)cc1 (stereo unspecified) | · | -1 | -7 | -4 | · | · | 4
CCC(=O)N1CCCCN2[C@H](CO)[C@@H](c3ccc(/C=C/c4ccccc4)cc3)[C@H]2C1 | -9 | 2 | 16 | 1 | 23 | 6 | -3
CN(C)CC#Cc1ccc([C@H]2[C@@H](CO)N3CCCCN(C(=O)c4ccc5c(c4)OCO5)C[C@@H]23)cc1 | -17 | -2 | -4 | -1 | -8 | 9 | 12
COc1ccc(C(c2c(C)n(C)n(-c3ccccc3)c2=O)c2c(C)n(C)n(-c3ccccc3)c2=O)cc1 | 4 | 2 | -4 | -3 | -4 | -4 | 16
O=C(N/N=C/c1cccnc1)c1cc(Br)ccc1O | -73 | 0 | -30 | -1 | -7 | 14 | -117
CCN(CC)S(=O)(=O)c1cc(NC(=O)c2cc(-c3ccccn3)nc3ccccc23)ccc1C | 10 | · | 0 | -2 | -2 | 9 | 16
COc1ccc(Cc2nc(-c3ccc(-n4cccc4)cc3)no2)cc1 | -6 | 0 | -7 | · | -12 | -6 | -39
O=C(Nc1cccc(F)c1)N1C[C@@H]2[C@H](c3ccccc31)[C@H](CO)N2C(=O)c1ccccc1F | -9 | -1 | -19 | -7 | 9 | -8 | -11
CCCCC(=O)Nc1cccc(NC(=S)NC(=O)Cc2ccccc2)c1 | · | · | 4 | · | -6 | · | -4
CC(=O)Nc1ccc(NC(=O)CSc2nc3ccccc3nc2N2CCC(C)CC2)cc1 | 26 | -1 | -8 | -7 | -12 | 2 | 3
CCCCCCSc1ccc(-c2nc3ccc(Cl)cn3c2NCCCC)cc1OC | 31&15 | 0&-1 | -40&3 | -4 | -8 | -1&17 | -21&-16
Going on with the list.
SMILES | EWS-Fli inh | Casp6 inh | LGR2 inh | SIRT5 inh | ARNT TACC3 PPI | DENV2 CPE rescue | PAX8 reporter
COc1ccc(S(N)(=O)=O)cc1C(=O)NCC(C)(C)N1CCOCC1 | -2 | -3 | 14 | -2 | 2 | -4 | 5
NS(=O)(=O)c1ccc(CCNC(=O)CSc2nc3c(sc(=S)n3-c3ccccc3)c(=O)[nH]2)cc1 | 10 | 11 | 5 | · | · | -4 | -13
COc1ccc(S(=O)(=O)N(C)C[C@H]2Oc3ccc(N(C)C)cc3C(=O)N([C@@H](C)CO)C[C@H]2C)cc1 | -4 | 0 | 4 | -2 | 7 | 5 | -2
COc1ccccc1NC(=O)C1CCCN(c2cnccn2)C1 (stereo unspecified) | 1 | -2 | -3 | 8 | 6 | 2 | -14
O=C(C[C@H]1CC[C@@H]2[C@H](COC[C@H](O)CN2Cc2cc(F)ccc2F)O1)N[C@H]1CCN(Cc2ccccc2)C1 | 6 | -3 | -6 | 2 | 1 | 13 | 3
COc1ccc(/C(C)=N/NC(=O)CNC(=O)/C=C\c2ccco2)cc1 | 7 | 0 | 6 | -2 | 8 | · | 4
COc1ccc(S(=O)(=O)N[C@H]2C=C[C@H](CC(=O)N3CCc4ccccc4C3)O[C@@H]2CO)cc1 | 1 | 2 | -4 | 4 | 10 | 8 | 1
CC1CCC2(CC1)NC(=O)N(NC(=O)c1cccc(N(C)C)c1)C2=O (stereo unspecified) | -31 | 0 | 1 | -1 | 22 | 1 | -27

Molecules above with an aryl thioether with sulfur outside any ring (ten):
SMILES | EWS-Fli inh | Casp6 inh | LGR2 inh | SIRT5 inh | ARNT TACC3 PPI | DENV2 CPE rescue | PAX8 reporter
CC(=O)NCCc1ccc(C(=O)CSc2nnc(C3CC3)n2C2CC2)cc1 | -10 | 3 | 11 | -1 | -1 | 1 | 0
Cc1cc(=O)[nH]c(SCC(=O)c2ccc(C)c(C)c2)n1 | · | 1 | -5 | 3 | 2 | · | ·
COc1cccc(C(=O)NCc2nnc(SCC(=O)Nc3nccs3)n2-c2ccccc2)c1 | -1 | -4 | 2 | -5 | -2 | 3 | 16
COc1ccc(O)c(C(=O)c2coc(=N)c(C(=O)Nc3ccc(SC(F)F)cc3)c2)c1 | 13 | 3 | -13 | -3 | -7 | 3 | 12
Cc1nnc(SCc2c(Cl)cccc2[N+](=O)[O-])s1 | 5 | -1 | 2 | 0 | · | 4 | -7
CCc1cccc(CC)c1N1C(=O)CC(Sc2ccccc2N)C1=O (stereo unspecified) | -16 | 3 | -2 | -7 | · | -4 | 1
O=C(CSc1ccc(F)cc1)Nc1ccc2c(c1)C(=O)NC2=O | -2 | 4 | 4 | -2 | · | 1 | -19
CC(=O)Nc1ccc(NC(=O)CSc2nc3ccccc3nc2N2CCC(C)CC2)cc1 | 26 | -1 | -8 | -7 | -12 | 2 | 3
CCCCCCSc1ccc(-c2nc3ccc(Cl)cn3c2NCCCC)cc1OC | 31&15 | 0&-1 | -40&3 | -4 | -8 | -1&17 | -21&-16
NS(=O)(=O)c1ccc(CCNC(=O)CSc2nc3c(sc(=S)n3-c3ccccc3)c(=O)[nH]2)cc1 | 10 | 11 | 5 | · | · | -4 | -13
